Screens: PubChem BioAssay, National Center for Advancing Translational Sciences (NCATS)
MLL CXXC-DNA inh = qHTS Fluorescence Polarization Assay for Inhibitors of MLL CXXC domain - DNA interaction | MLL-CXXC / FITC-HOXA9 DNA fluorescence polarization | hit rate 0.037% among 290,000 | Histone-lysine N-methyltransferase 2A (Homo sapiens), Q03164 | Potency, µM (highest dose often 115 µM), for inactives: top-dose activity change, negative = inhibition, most hits filed as inhibitors; active means well fitted inhibition curve with a large enough effect in the polarisation, with a control signal flat, not every such curve was filed as active; inconclusive means small, poorly fitted or top-dose-only effect, or effect the other way, or a change in a side signal; inactive means no such curve, though single readings can be large or run the other way; the % refers to the polarisation; further: potency means the concentration at half of the fitted maximal effect
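Steps: dispense CXXC domain solution (7 uM) → pin compounds or unlabeled HOX-A9 DNA control → 5 min ambient → add FLSN-HOX-A9 solution (50 nM) → spin → 30 min ambient → fluorescence polarization. Tris pH 7.5/NaCl/DTT/BSA buffer.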
S-ASM inh = Inhibitors of Secretory Acid Sphingomyelinase (S-ASM): qHTS. placental ASM, HMU-PC fluorogenic substrate, 60 min. Potency, µM (doses to about 57.5 µM), inactives show top-dose activity change, negative = inhibition, usual class: inhibitors. hit rate 0.006% among 340,000; further: potency means the concentration at half of the fitted maximal effect
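Human placenta-derived ASM enzyme was preincubated with compound for 10 minutes at room temperature, then given fluorogenic substrate HMU-PC0 (9 uM final) for 60 minutes at 37 °C; a pH 10 stop preceded fluorescence reading at Ex 386/Em 447 nm.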
FBPA coupling cs = qHTS Assay for Inhibitors of Fructose-1,6-bisphosphate Aldolase from Giardia Lamblia: Coupling assay counterscreen; hit rate 0.67% among 290,000; activity change, negative = inhibition, % at 58.2 µM, hits read low; coupling enzyme system counterscreen, AmpLite Red fluorescence; AID 2472, 2010; in the data active means activity change below about -30%; further: on the % scale 0 is the no-effect control and ±100 the full control effect
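Counterscreen of the coupled detection system alone, without aldolase: glyceraldehyde-3-phosphate coupling enzymes plus AmpLite Red readout. Compounds at 57.5 uM final, 10 min RT preincubation, 20 min RT reaction, fluorescence 525/598 nm.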
KCNH2 WT inh = qHTS for Inhibitors of KCHN2 3.1: Wildtype qHTS; Voltage-gated inwardly rectifying potassium channel KCNH2 (Homo sapiens), Q12809; U2OS, BacMam KCNH2, thallium flux FluxOr; active compounds read low; activity change, % at 1.84 µM; hit rate 0.37% among 340,000;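 active means maximum activity change below -70%; inconclusive means maximum activity change between -70% and -50%; inactive means maximum activity change above -50%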; further: on the % scale 0 is the no-effect control and ±100 the full control effect
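U2OS cells were transduced with wild-type KCNH2 virus (2.03 x 10^8 / mL) for 4 h at room temperature, then cultured overnight at 37 C. Thallium flux was read with FluxOr dye. Rate constants were normalized to DMSO controls.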
GALK inh = qHTS Assay for Inhibitors of Human Galactokinase (GALK) | P51570 | Purified GALK, Kinase-Glo residual ATP luminescence | Potency, µM (highest dose often 57.5 µM), inactives show at the highest dose activity change, negative = inhibition, usual class: inhibitors | hit rate 0.007% among 270,000 | AID 1868, 2009; further: potency means the concentration at half of the fitted maximal effect; on the % scale 0 is the no-effect control and ±100 the full control effect
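Quantitative HTS: GALK 5 nM, ATP 35 uM, galactose 100 uM, 1 h room temperature, then luciferase-based ATP detection.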
AT treatment = qHTS Assay for Identifying a Potential Treatment of Ataxia-Telangiectasia. hit rate 0.19% among 320,000. […] A-T fibroblasts, KAP-1 phosphorylation AlphaLISA; neocarzinostatin DNA damage 30 min before lysis. AID 485349, 2010. Potency, µM (doses to about 57.5 µM), without a hit: top-dose activation, usual class: activators; further: potency means the concentration at half of the fitted maximal effect; % of control where 0% means no effect; nearly all actives have a fitted effect of over 45% in size
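ATM-like activity read as KAP-1 phosphorylation via AlphaLISA donor/acceptor antibody pairs after lysis and 6 hr at 25C. Cells were ATM-null patient fibroblasts ([…], hTERT), dosed 60 min, then exposed to the DSB inducer NCS for 30 min.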
MBNL1 CUG block = qHTS Assay for Inhibitors of MBNL1-poly(CUG) RNA binding; hit rate 0.036% among 280,000; AID 2675, 2010; Muscleblind-like protein 1 (Homo sapiens), Q9NR56; Potency, µM (series often up to 57.5 µM), for the others: at the top dose activity change, negative = inhibition, most hits filed as inhibitors; TR-FRET MBNL1-His/biotin-(CUG)12 binding, 665/545 ratio; active means well fitted inhibition curve with a large enough effect in the signal ratio, with a control signal flat, not every such curve was filed as active; inconclusive means small, poorly fitted or top-dose-only effect, or effect the other way, or a change in a side signal; inactive means no such curve, though single readings can be large or run the other way; the % refers to the signal ratio; further: potency means the concentration at half of the fitted maximal effect; on the % scale 0 is the no-effect control and ±100 the full control effect
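Inhibition of protein-RNA binding appears as loss of TR-FRET between terbium anti-His antibody on MBNL1-His and streptavidin-XL665 on biotin-(CUG)12. Activity is normalized to buffer-only and uninhibited-complex controls.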
TRPV1 agonist = HTS Assay for Compounds that Act as Agonists of the Vanilloid Receptor 1 | TRPV1-expressing cells, Fluo-8 calcium influx, agonist mode | activation, % at 8.33 µM | AID 540275, 2011 | hit rate 0.19% among 320,000; in the data active means activation above about 80%; inconclusive means between about 30% and that limit; further: 0% is about no effect
Target sequence (Q8NER1 whole entry, looked up): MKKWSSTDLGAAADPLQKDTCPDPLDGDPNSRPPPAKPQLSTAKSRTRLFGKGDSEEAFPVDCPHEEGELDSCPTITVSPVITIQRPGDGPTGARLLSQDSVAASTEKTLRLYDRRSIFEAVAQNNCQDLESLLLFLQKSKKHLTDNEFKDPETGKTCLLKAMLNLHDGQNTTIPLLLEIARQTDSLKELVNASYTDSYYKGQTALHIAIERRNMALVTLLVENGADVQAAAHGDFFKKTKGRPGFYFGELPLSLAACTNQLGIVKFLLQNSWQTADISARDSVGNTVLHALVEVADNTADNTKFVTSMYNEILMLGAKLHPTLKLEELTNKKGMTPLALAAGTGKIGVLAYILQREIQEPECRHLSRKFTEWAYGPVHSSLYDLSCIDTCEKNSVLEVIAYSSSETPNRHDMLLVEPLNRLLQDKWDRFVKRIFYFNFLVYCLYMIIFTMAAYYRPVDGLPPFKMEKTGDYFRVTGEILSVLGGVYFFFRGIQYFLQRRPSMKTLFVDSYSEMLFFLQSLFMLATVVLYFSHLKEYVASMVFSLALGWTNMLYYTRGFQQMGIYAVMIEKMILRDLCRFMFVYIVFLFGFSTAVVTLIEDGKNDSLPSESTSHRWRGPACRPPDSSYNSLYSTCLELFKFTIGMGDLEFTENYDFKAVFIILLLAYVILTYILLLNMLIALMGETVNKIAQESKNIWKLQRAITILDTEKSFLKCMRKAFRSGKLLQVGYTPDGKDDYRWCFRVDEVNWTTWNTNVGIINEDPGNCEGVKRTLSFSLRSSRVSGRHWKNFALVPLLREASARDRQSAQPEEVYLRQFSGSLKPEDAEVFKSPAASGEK
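Fluo-8 calcium influx in TRPV1-expressing cells, kinetic read (ex 480/em 520 nm). Compound added and read 3 min for agonist activity, followed by capsaicin at EC20 final and 2 min further read for enhancement.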
Integrin act MD = qHTS for Activators of Integrin-Mediated Alleviation for Muscular Dystrophy | alpha7betagal myoblasts, beta-gal FDG fluorescence, 48 h | Potency, µM (top dose mostly 38.3 µM), for the others: at the top dose activation, actives largely listed as activators | hit rate 0.064% among 350,000 | AID 624291, 2012;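 further: potency means the concentration at half of the fitted maximal effect; 100% = response of the positive control SU9516; nearly all actives have a fitted effect of over 60% in size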
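Alpha7betagal+/- myoblasts (passage 13) were plated 16-24 hr, then exposed to compounds (1:260 dilution of DMSO stock) for 48 hours at 37C. After MPER lysis, β-galactosidase reporter activity was read as FDG fluorescence (ex 480/em 540) after 30 minutes.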
KCNH2 3.1 block = qHTS for Inhibitors of KCHN2 3.1: Mutant qHTS. activity change, % (tested at about 1.8 µM). U2OS KCNH2 3.1, thallium flux FluxOr; active compounds read low. hit rate 0.95% among 340,000;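 active means maximum activity change below -70%; inconclusive means maximum activity change from -70% to -50%; inactive means maximum activity change above -50%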;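 further: thallium influx rate constant from kinetic fluorescence after stimulation buffer; on the % scale 0 is the no-effect control and ±100 the full control effect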
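Thallium flux via FluxOr fluorescence (Red40 quencher, 45 min loading) in U2OS cells virally expressing the KCNH2 3.1 isoform (1.77 x 10^8 /mL virus, overnight at 37 C). Rate constants from 2-min kinetic reads post-stimulation, normalised to positive and negative controls.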
* marks the source's active call; other numbers are inactive results; ? = inconclusive; . = no result given; ! = not active in a repeat; [ ] = another dose, or the depositor's remark. Unless noted, the call rests on the fitted dose curve; in most records, active means well fitted curve in the direction sought with a large enough effect; inconclusive means small, poorly fitted or top-dose-only effect, or another doubt; inactive means no such curve, though single readings can be large; an effect the other way counts as inactive or inconclusive.

Screens in order – TRPV1 agonist, KCNH2 WT inh, S-ASM inh, GALK inh, MBNL1 CUG block, FBPA coupling cs, MLL CXXC-DNA inh, KCNH2 3.1 block, AT treatment, Integrin act MD
- COc1ccc(-c2nc(CS(=O)(=O)CC(=O)NCCCN3CCN(C)CC3)c(C)o2)cc1
 : 4, 4, -1%, 3%, -1%, 1, 24%, 0, 2%, 38%
- O=C(CCn1c(=O)c2sccc2n(Cc2cc(=O)n3ccccc3n2)c1=O)NCc1ccco1
 : -4, -30, 1%, 3%, -2%, 3, -18%, 8, -3%, -11%
- CCOc1ccc(CNC(=O)C2CCN(S(=O)(=O)N3CCCC3)CC2)cc1OC
 : 3, -12, -3%, 1%, -5%, 0, 3%, 9, -1%, 12%
- Cn1c(=O)[nH]c2nc[nH]c2c1=O
 : -2, 24, 3%, ., ., 4, ., 12, 4%, .
- Cc1cc(Cl)ccc1NC(=O)CSc1nnc(Cc2cccs2)n1Cc1ccco1
 : -4, 6, -3%, -1%, -11%, 2, 2%, -5, 5%, -15%
- Fc1ccc(COc2ccc(Br)cc2CNCC2CCCO2)cc1 (stereo not drawn)
 : 16, -33, -1%, 11%, -7%, 2, 23%, -1, -1%, -55%[inhibitor]
- Cc1cc(C)cc(NC(=O)CN2C(=O)NC(C)(c3ccccc3)C2=O)c1 (stereo not drawn)
 : 28, -4, 0%, -1%, 5%, -3, 2%, -11, -4%, -11%
- COc1ccc(C(=O)COC(=O)c2cccnc2Cl)c(OC)c1
 : 5, -6, 2%, -1%, 10%, 0, 16%, 2, -1%, 7%
- CCOC(=O)c1cncc(C(=O)O)c1
 : 1, -1, 1%, ., -10%, 1, 1%, 12, -9%, 1%
- Cc1nnc(OCC(=O)NCCC2=CCCCC2)c2ccccc12
 : 3, -11, -1%, 1%, 4%, -1, 11%, 4, 9%, 16%
- CCOc1ccccc1NS(=O)(=O)c1ccc2c(c1)N(C)CCO2
 : -3, -3, 0%, 8%, -2%, ., 20%, -11, -3%, 27%
- O=C1C=C(Nc2ccccc2O)c2ccccc2C1=O
 : 8, -1, -2%, -2%, ?, -60*, -27%, -5, -4%, -50%[inhibitor]
- CCOC(=O)CSc1nc2cc3c(cc2cc1C#N)OCO3
 : 1, -5, 20%, 2%, ?, 0, 10%, -8, 16%, -4%
- Cc1ccc(NC(=O)CNC(=O)c2cccs2)cc1S(=O)(=O)Nc1ccc(Cl)cc1
 : 5, 5, ?, 0%, ., 4, -2%, 0, 1%, -4%
- CC(NC(=O)C(=O)N1CCOCC1)C(c1cccs1)N1CCN(c2ccc(F)cc2)CC1 (stereo not drawn)
 : 12, 1, 4%, -7%, -3%, ., 3%, -5, 10%, 6%
- Cc1ccc(N(C)S(=O)(=O)c2c(C)noc2/C=C/N(C)C)cc1
 : 14, -7, 3%, 2%, 0%, 2, 0%, 0, 31%, 5%
- COC/C=C/C1=CC2=CC(=O)C(C)(OC(=O)c3cnc4ccccc4n3)C(=O)C2=CN1CCCCO (stereo not drawn)
 : -4, -2, 0%, 0%, ?, -32*!, -2%, -23, -29%, 30%
- CCC(=NCc1ccco1)c1c(C(F)(F)F)[nH]n(-c2nc3ccccc3s2)c1=O
 : 1, 5, 0%, 0%, -4%, -11, -6%, 15, -2%, -9%
- Cc1[nH]c(=O)[nH]c(=O)c1/C=C/C(=O)OCC(C)C
 : 3, -1, 8%, 2%, -3%, -2, 12%, 12, -3%, 14%
- Cc1nn(CC(=O)NCCCN2CCCC2)c(=O)c2nn(-c3ccccc3)c(C)c12
 : 3, -1, 3%, 12%, -3%, -1, 3%, -1, 0%, 0%
- CC(=O)N1CCc2cc(S(=O)(=O)CCC(=O)N(C)Cc3ccco3)ccc21
 : -3, 24, 0%, -3%, -10%, 1, 14%, 7, -6%, -13%
- c1ccc(CCc2ccccc2-c2nc(-c3cccnc3)no2)cc1
 : -5, 18, -7%, 0%, 2%, -2, 4%, -7, 40µM*, 0%
- O=C(NNS(=O)(=O)c1ccc2ccccc2c1)NC1CCCCC1
 : 3, -3, -1%, -2%, 46%[activator], 5, 0%, 5, 8%, -20%
- O=C(CCCCC(=O)N1CCOCCOCCOCC1)OCc1ccccc1
 : -1, 2, -4%, 0%, -16%, 3, 28%, 1, 0%, -18%
- CCCC(=O)Nc1ccc(C(=O)NCC(=O)OCC)cc1
 : 4, -2, 2%, 1%, 10%, 0, 9%, 4, ., 18%
- COc1ccc(C(=O)C2CCCN(C(=O)c3cccc(Cn4cccn4)c3)C2)cc1F (stereo not drawn)
 : 9, 2, 1%, -4%, -2%, ., 5%, 14, 5%, -13%
- O=P(O)(CCc1ccccc1)C(O)c1ccccc1 (stereo not drawn)
 : -2, 4, 3%, -1%, 0%, 0, -17%, -1, 12%, 4%
- COc1cccc(C(=O)Nc2nnc(CCS(=O)(=O)c3ccc(C)cc3)s2)c1
 : -1, 5, -3%, 4%, 1%, ., -1%, -8, 12%, 10%
- COc1ccc(-c2csc(NCCc3nc4cc(C(=O)NCCCO)ccc4n3Cc3ccc(C)cc3)n2)cc1
 : ., -6, -11%, ., ., ., ., -6, ., 26%
- COc1ccccc1NC(=O)N1CCCC1C(=O)NCc1ccc(F)cc1 (stereo not drawn)
 : 5, -5, -1%, -1%, -6%, 2, 7%, -7, 7%, 9%
- CCN1C(=S)SC(=O)C1=C1C=C(C)N(Cc2ccco2)C(C)=C1
 : -1, -12, -16%, -1%, ?, -14, ?, -3, 11%, -10%
- C=CCn1c(SCc2c(C(=O)OC)sc(N)c2C(=O)OC)nnc1-c1ccc(Br)cc1
 : -2, 14, -11%, 2%, -1%, 5, -4%, -41, 0%, 7%
- Cc1ccc(S(=O)(=O)N(CC(=O)NCc2ccccn2)c2ccc(Cl)cc2)cc1
 : 19, 13, 0%, -6%, -3%, 5, ?, ., 2%, -1%
- CCCCNC(=O)Oc1cccc(N2CCCC2=O)c1
 : 6, 7, 4%, -3%, -11%, 2, 8%, 2, -4%, -13%
- COc1ccc(NS(=O)(=O)c2cccc3cccnc23)cc1Cl
 : -6, 2, 1%, 5%, 0%, -3, -13%, -22, 9%, 36%
- COC(=O)c1ccc(COC(=O)CNC(=O)c2cccs2)cc1
 : -5, 12, -9%, -1%, -4%, ., 27%, -6, 15%, ?
- CCCCCc1ccc(CC(=O)N2CCOCC2)cc1
 : 0, -4, -4%, -1%, 0%, 2, -3%, 10, 3%, -12%
- CCCCC(c1nnnn1CS(=O)(=O)c1ccc(C)cc1)N1CCC(C(N)=O)CC1 (stereo not drawn)
 : 3, -6, 6%, 14%, -2%, 0, 9%, 6, 5%, 24%
- Cc1ccc(C)c(S(=O)(=O)NCc2ccc(C(=O)N3CCCCCC3)cc2)c1
 : 0, 9, 4%, 2%, -6%, 1, -8%, -1, 12%, -14%
- COc1ccc(N(CC(=O)NCc2ccc(C)cc2)S(=O)(=O)c2c(C)noc2C)cc1
 : 2, -7, 3%, -6%, 3%, ., 54%[activator], -7, 16%, -10%
- O=C(N/C(=C/c1ccco1)C(=O)N1CCCCCC1)c1cccs1
 : ., 3, -3%, -1%, 2%, 1, -4%, 6, -3%, 4%
- NS(=O)(=O)c1ccc(NC(=O)CSc2ccc3ccccc3n2)cc1
 : -6, -24, 0%, 1%, 28%, 2, 12%, -6, ., 15%
- COc1ccc(CCNC(=O)COC(=O)Cc2ccccc2[N+](=O)[O-])cc1
 : ., 0, -3%, ., ., ., ., -26, -7%, 0%
- CCOC(=O)N(NC(=O)C(O)(CC(C)C)CC(C)C)c1ccccc1
 : -3, 0, 3%, -3%, -24%, 0, 9%, -23, 7%, 1%
